AMA1-RON2 inh – disrupts binding of P. falciparum AMA1 to RON2. hit rate 0.2% among 360,000. AlphaScreen AMA1-biotinylated RON2 peptide binding. Potency, µM (top dose mostly 58.2 µM), for the others: at the highest dose activity change, negative = inhibition, most hits filed as inhibitors;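 note: potency is the fitted concentration of half-maximal effect; 0% = vehicle wells and -100% = peptide control; nearly all actives have a fitted effect of over 45% in size; some results filed as inactive show a strong effect at the top dose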
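AMA1 (3D7) with his tag at 25 nM final met compounds first, then biotinylated RON2 peptide at 25 nM; detection used donor plus acceptor beads, 10 µg/mL apiece, read by AlphaScreen after 30 min at room temperature.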
Sm TGR inh – blocks Schistosoma mansoni thioredoxin glutathione reductase; Q962Y6; purified TGR, DTNB reduction, TNB absorbance 405 nm; Potency, µM (top dose mostly 114 µM), for inactives: top-dose activity change, negative = inhibition, actives largely listed as inhibitors; hit rate 3% among 360,000; note: potency is the fitted concentration of half-maximal effect; nearly all actives have a fitted effect of over 60% in size
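Kinetic colorimetric format: TGR-catalysed, NADPH-driven DTNB reduction monitored via TNB absorbance. Enzyme dispensed at 20 nM; compound exposure 15 min at room temperature before reaction start.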
AmpC inh detg – inhibitors of E. coli AmpC beta-lactamase with detergent; P00811; AmpC hydrolysis of nitrocefin, absorbance 480 nm, 0.01% Triton; Potency, µM (top dose mostly 114 µM), without a hit: top-dose activity change, negative = inhibition, most hits filed as inhibitors; hit rate 0.041% among 370,000; AID 485294;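 note: potency is the fitted concentration of half-maximal effect; 0% = no-compound wells and -100% = no-enzyme wells; nearly all actives have a fitted effect of over 25% in size; some results filed as inactive show a strong effect at the top dose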
Target sequence (P00811 whole entry, looked up): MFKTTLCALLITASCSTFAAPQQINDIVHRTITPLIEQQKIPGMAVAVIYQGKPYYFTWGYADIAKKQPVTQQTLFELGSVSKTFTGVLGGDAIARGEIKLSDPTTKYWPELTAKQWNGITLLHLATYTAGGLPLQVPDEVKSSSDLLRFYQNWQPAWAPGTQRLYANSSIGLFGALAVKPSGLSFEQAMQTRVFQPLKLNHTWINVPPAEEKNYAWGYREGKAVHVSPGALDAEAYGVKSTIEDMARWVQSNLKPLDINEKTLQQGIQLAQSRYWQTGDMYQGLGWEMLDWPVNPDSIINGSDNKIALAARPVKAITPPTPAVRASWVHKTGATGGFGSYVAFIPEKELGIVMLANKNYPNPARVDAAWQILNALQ
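AmpC (5.3 nM in the dispensed reagent) in 20 mM phosphate pH 7.0 with 0.01% (detergent screen) or 0.0001% Triton X-100 was preincubated with compounds for 15 min at room temperature. Nitrocefin was then added from an 800 uM solution, and hydrolysis was followed at 480 nm.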
Tb PYK inh – blocks Trypanosoma brucei pyruvate kinase; TbPYK enzyme, Kinase-Glo Plus ATP luminescence, 45 min; Potency, µM (titrated, usually from 76.8 µM), for inactives: at the highest dose activity, negative = inhibition, most hits filed as inhibitors; hit rate 0.12% among 410,000; note: potency is the fitted concentration of half-maximal effect; nearly all actives have a fitted effect of over 50% in size
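Enzyme and substrate buffer are dispensed first and compound is pin-transferred. ADP at 130 uM final then starts the reaction, which runs 45 min at room temperature. Detection reagent is added for 10 min before luminescence is imaged.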
AmpC no deterg – inhibitors of E. coli AmpC beta-lactamase without detergent. P00811. AmpC nitrocefin hydrolysis, absorbance 480 nm, 0.0001% Triton. Potency, µM (series often up to 57.1 µM), for inactives: at the highest dose activity change, negative = inhibition, most hits filed as inhibitors. hit rate 0.52% among 330,000. AID 485341;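 note: potency is the fitted concentration of half-maximal effect; plate controls were no compound for no effect and no enzyme for full effect; nearly all actives have a fitted effect of over 20% in size; some results filed as inactive show a strong effect at the top dose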
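20 mM phosphate pH 7.0 + 0.01% (detergent screen) or 0.0001% Triton X-100; 5.3 nM AmpC reagent; cpd preinc 15 min RT; nitrocefin (800 uM stock) to start; A480 q20 s × 4 min; Activity was normalised to no-enzyme and no-compound control wells.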
LmPK inhibitor – inhibitors of Leishmania mexicana pyruvate kinase; Q27686; purified LmPK, Kinase-Glo ATP luminescence, 1 h; Potency, µM (titrated, usually from 57.5 µM), inactives show top-dose activity change, negative = inhibition, usual class: inhibitors; hit rate 0.37% among 290,000; AID 1721; note: potency is the fitted concentration of half-maximal effect
Target sequence (Q27686 whole entry, looked up): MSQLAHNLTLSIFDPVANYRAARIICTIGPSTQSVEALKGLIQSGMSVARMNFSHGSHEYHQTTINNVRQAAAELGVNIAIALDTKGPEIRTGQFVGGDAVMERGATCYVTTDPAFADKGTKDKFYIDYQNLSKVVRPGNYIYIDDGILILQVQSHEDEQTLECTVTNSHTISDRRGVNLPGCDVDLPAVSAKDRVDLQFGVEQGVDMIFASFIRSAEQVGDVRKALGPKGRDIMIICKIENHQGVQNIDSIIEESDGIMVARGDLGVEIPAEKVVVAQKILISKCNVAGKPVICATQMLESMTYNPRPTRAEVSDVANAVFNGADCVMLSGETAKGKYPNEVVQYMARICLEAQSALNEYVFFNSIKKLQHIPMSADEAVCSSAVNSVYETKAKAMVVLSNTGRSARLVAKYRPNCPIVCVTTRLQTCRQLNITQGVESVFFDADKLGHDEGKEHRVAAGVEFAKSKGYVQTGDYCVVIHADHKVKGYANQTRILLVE
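In 50 mM imidazole pH 7.2 with 7 mM MgCl2, LmPK (0.1 nM) turned over PEP (0.5 mM) and ADP (0.1 mM) for 1 h at room temperature. Luciferase read-out of ATP.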
HCMV antiviral – human cytomegalovirus inhibition | HFF cells, HCMV-luciferase reporter, 72 h; active compounds read low | activity change, negative = inhibition, % at 57.5 µM | hit rate 4.5% among 410,000 | AID 1259415; in the data active = activity change below about -60%; inconclusive = no clear call, values can overlap the other calls; inactive = above about -39%
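Screen run at 2 compound doses on HFFs infected with reporter HCMV, MOI 1 PFU/cell. Luciferase activity from cell lysates at 72 h post infection gave inhibition relative to buffer-only and Salinomycin wells.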
* hit, by the source's call; ? = inconclusive; / = not tested or not shown; [ ] = remark or other dose. Unless noted, calls come from the whole dose curve; as a rule, active = well fitted curve in the direction sought with a large enough effect; inconclusive = small, poorly fitted or top-dose-only effect, or another doubt; inactive = no such curve, though single readings can be large; an effect the other way counts as inactive or inconclusive. Unless noted, % is set by controls: 0 for no effect and ±100 for the full control effect.

SMILES	AMA1-RON2 inh	Sm TGR inh	AmpC inh detg	Tb PYK inh	AmpC no deterg	LmPK inhibitor	HCMV antiviral
CCn1c(O)c(/C=N/N2CCOCC2)c(=O)n(CC)c1=S	38.5%[activator]	3.3%	0.3%	2.1%	-15.4%	0.2%	-22.9
Cc1ccc(-c2csc(/C(C#N)=C(\O)CN3CCN(C(=O)c4ccco4)CC3)n2)cc1	-3.1%	-1.1%	?	1.3%	-28.6%	1.6%	-24.7
CCOC(=O)Cn1ccc(NC(=O)COc2ccc(F)cc2F)n1	-2.9%	-11.9%	-2.7%	10.8%	-6.7%	0.5%	?
Cc1[nH]c2ccc(C(=O)N3CCCC3)cc2c1C	-3.4%	-15.2%	-7.9%	-10.1%	-1.7%	4.5%	6.6
CCc1ccccc1NS(=O)(=O)c1ccc2[nH]cc(C(=O)NCc3ccco3)c(=O)c2c1	5.1%	0.0%	-11.6%	0.0%	10.4%	4.0%	-11.3
CCCn1cc(S(=O)(=O)c2ccc(OC)cc2)c(=O)c2cc(F)c(N3CCCC(C)C3)cc21 (stereo not given)	/	0.5%	-1.8%	0.8%	/	/	-13.0
O=C1N=C(N2CCCCC2)SC1=C1CCCCC1	1.0%	1.6%	0.2%	1.0%	-11.4%	-11.6%	-26.8
C=CCn1c(SCC(=O)NCCOC)nc2scc(-c3ccco3)c2c1=O	?	17.8µM*	-14.2%	-9.4%	15.6%	1.8%	-1.5
CCOc1ccccc1C(=O)Oc1cc(C)[nH]c(=O)c1[N+](=O)[O-]	-6.2%	-7.1%	?	4.0%	1.9%	0.1%	21.1
NC(=O)C1CCN(C(=O)C2CC(=O)N(Cc3ccccc3)C2)CC1 (stereo not given)	-6.7%	5.8%	5.7%	-5.8%	-8.4%	/	-6.1
CCOc1ccc(Nc2c(S(=O)(=O)c3ccc(Cl)cc3)cnc3ccc(OCC)cc23)cc1	/	3.5%	21.5%	2.7%	/	/	-26.3
CCOc1ccccc1CN1CCNC(=O)C1CC(=O)N(C)Cc1nonc1C (stereo not given)	6.9%	?	-5.8%	-2.9%	31.0%	-6.6%	-14.2
O=C(CSc1n[nH]c(-c2cccs2)n1)N1CCN(S(=O)(=O)c2ccc3ccccc3c2)CC1	-3.5%	0.0%	0.2%	-11.7%	-15.7%	1.0%	-36.5
O=C(c1cccc(Cl)c1)N1CCN(c2ccccn2)CC1	-2.8%	-5.0%	1.3%	0.7%	-7.1%	-2.1%	-37.7
O=C(COC(=O)c1ccccc1Nc1ccccc1)NCc1ccco1	-10.9%	6.0%	0.4%	-2.6%	-27.4%	6.0%	9.2
CCC(Sc1nc2c(cnn2-c2ccccc2)c(=O)[nH]1)C(=O)OC (stereo not given)	-1.4%	?	-12.8%	-4.8%	-10.8%	2.3%	55.1
Cc1cccc(C(=O)N2CCC(=O)N(C(COCc3cccc(Cl)c3)Cc3ccccc3)CC2)c1 (stereo not given)	-1.0%	-4.8%	?	-6.0%	148.8%[activator]	7.3%	15.0
O=CNn1cnc2c(oc3nc(-c4ccccc4)cc(-c4ccco4)c32)c1=O	-12.4%	39.8µM*	-2.3%	1.7%	2.6%	3.0%	-29.4
COc1ccc(OC)c(NC(=O)CCc2nc(-c3ccc(C)cc3)no2)c1	/	-2.6%	14.2%	5.0%	/	/	-31.8
Cc1ccc(-c2nc3ncccc3o2)cc1NC(=O)c1ccc(-c2cccc(Cl)c2C)o1	/	-10.1%	17.5%	0.1%	/	/	-2.7
CC(=O)c1ccc(C(=O)Nc2ccc(N3CCOCC3)cc2)cc1	-2.6%	0.2%	?	-6.8%	3.8%	-1.1%	16.4
C=CCNC(=S)N1CCN(CCNC2=CC(=O)CC(C)(C)C2)CC1	15.3%	-11.0%	-4.0%	-0.1%	5.8%	0.8%	28.6
CC1=C(C(=O)Nc2ccc(F)cc2F)C2(CCN(C(C)C)CC2)OC1=O	/	3.3%	2.1%	-7.8%	/	/	7.4
COc1ccc(-c2nnc3ccc(SCC(=O)N4CCCCC4)nn23)cc1OC	-6.6%	-9.7%	?	1.9%	-1.7%	2.9%	17.6
c1ccc(CCNc2nc(-c3ccccn3)nc3ccccc23)cc1	-1.2%	1.8%	-1.5%	1.6%	-39.8%	0.5%	-103.4*

Brought forward from above: two compounds, followed by the next part.
SMILES	AMA1-RON2 inh	Sm TGR inh	AmpC inh detg	Tb PYK inh	AmpC no deterg	LmPK inhibitor	HCMV antiviral
COc1ccc(-c2nnc3ccc(SCC(=O)N4CCCCC4)nn23)cc1OC	-6.6%	-9.7%	?	1.9%	-1.7%	2.9%	17.6
c1ccc(CCNc2nc(-c3ccccn3)nc3ccccc23)cc1	-1.2%	1.8%	-1.5%	1.6%	-39.8%	0.5%	-103.4*
Cc1nc(C)c(/C(O)=C/c2nc3ccccc3oc2=O)s1	1.9%	-9.9%	-17.9%	-8.2%	-35.3%	-2.2%	?
CCCCn1c(N)c(N(CCOC)C(=O)c2ccc(-n3c(C)ccc3C)cc2)c(=O)[nH]c1=O	8.2%	39.8µM*	0.0%	-5.3%	51.8%	/	?
NC(=O)C1CCN(C(=O)c2ccc(Cl)c(S(=O)(=O)N3CCCCCC3)c2)CC1	-5.2%	/	/	0.7%	21.0%	/	21.3
CCN(CC)S(=O)(=O)c1ccc(C)c(NC(=O)Cn2c(=O)cnc3ccccc32)c1	-10.4%	-14.4%	-5.4%	-3.0%	-20.8%	2.3%	?
CC(=O)NC(c1ccccc1)c1nc(-c2cccc(F)c2)cs1 (stereo not given)	-11.0%	/	/	0.3%	/	/	3.0
O=C(O)CCCn1cc(NC(=O)COc2ccccc2)cn1	-2.1%	-0.2%	-8.3%	4.1%	-7.6%	3.6%	9.2
O=C(C1Cc2ccccc2CN1S(=O)(=O)c1ccc(F)cc1)N1CCCCC1 (stereo not given)	0.3%	0.9%	?	-6.5%	-11.4%	7.3%	10.4
CCOC(=O)c1sc(C(=O)OCC)c(OCCO)c1OCCO	0.5%	9.2%	0.8%	-5.6%	-2.3%	3.1%	-6.6
CCN1CCN(C(=O)Nc2ccccc2OC)CC1	-23.3%	13.9%	1.5%	6.5%	-17.5%	-5.4%	-11.7
O=C(CCc1ccccc1)NC(=S)Nc1ccc(S(=O)(=O)N2CCOCC2)cc1	0.1%	-9.8%	?	-1.4%	-10.0%	3.4%	-35.0
COc1ccc(-n2c(=O)c3c4c(sc3n(CC(=O)C(C)(C)C)c2=O)CCCC4)c(OC)c1	/	4.6%	11.5%	-12.1%	/	/	-33.7
CC1CCN(S(=O)(=O)c2ccc3c(c2)c(=O)c(C(=O)N2CCOCC2)cn3C)CC1	14.2%	7.6%	2.0%	3.1%	0.7%	2.4%	-21.8
O=C1/C(=C/c2cccnc2)SC(=S)N1Nc1ccccc1	3.9%	2µM*	10.1%	1.6%	-10.3%	2.7%	6.4
CC(C)(C)SCCNC(=O)COc1ccc(Cl)cc1	-2.9%	-16.5%	0.3%	1.1%	-1.3%	2.9%	26.6
Cn1c(CC(=O)Nc2ccccc2)cc2ccccc21	12.4%	-2.1%	-2.7%	-0.9%	-20.5%	0.3%	42.9
CSc1ccccc1NC(=O)COc1ccc(Cl)cc1Cl	119.7%[activator]	4.5%	?	-3.6%	-23.7%	-0.5%	?
C=CCOc1ccc(CNc2nn[nH]n2)cc1OC	-0.9%	3.1%	6.4%	5.9%	-17.7%	8.0%	-0.6
Cc1ccc(-c2ccc(=O)n(CC(=O)NCCC(C)C)n2)cc1	14.0%	4.0%	-0.4%	-5.7%	32.1%	2.7%	16.2
COc1cccc(-c2c(C(=O)N/N=C/c3ccsc3)nnn2-c2nonc2N)c1	16.1%	-1.1%	-20.7%	1.9%	-33.5%	-0.4%	-20.9
CCOC(=O)C1=NN(c2ccc(Cl)cc2)C(c2ccccc2)CC1=O (stereo not given)	-19.1%	0.9%	-3.5%	5.7%	2.3%	0.1%	7.2
CCCN(CCC)C(=O)C1CCN(c2cc(C)nc3c(-c4ccc(OC)c(OC)c4)c(C)nn23)CC1	-8.6%	-11.2%	?	0.3%	46.9%	1.2%	-14.1
Cc1ccc(C(=O)N/C(=C\c2ccc(Cl)cc2)C(=O)NCCCN2CCOCC2)cc1	31.9%[activator]	-16.6%	-14.3%	-17.5%	80.8%[activator]	1.5%	-22.6
CN(C(=O)c1c[nH]c(=O)cc1C(F)(F)F)c1ccc(Cl)c(Cl)c1	1.6%	7.5%	-3.0%	0.8%	4.8%	-11.8%	1.5
Cc1ccc(C)c(-c2cc(C(=O)Nc3cccnc3)c3ccccc3n2)c1	-11.8%	-19.2%	-0.1%	-5.1%	9.3%	-6.5%	-6.6
COc1cc(OC)c(NC(=O)Cc2ccc(OC)c(S(=O)(=O)N3CCOCC3)c2)cc1Cl	-10.8%	5.7%	0.5%	-10.4%	118.7%[activator]	-9.2%	60.7
O=C(CCS(=O)(=O)c1ccc(Br)s1)Nc1c(F)cccc1F	/	?	-0.6%	1.4%	/	/	-9.3

Of the compounds above, these contain an NH in an aromatic ring:
SMILES	AMA1-RON2 inh	Sm TGR inh	AmpC inh detg	Tb PYK inh	AmpC no deterg	LmPK inhibitor	HCMV antiviral
Cc1[nH]c2ccc(C(=O)N3CCCC3)cc2c1C	-3.4%	-15.2%	-7.9%	-10.1%	-1.7%	4.5%	6.6
CCc1ccccc1NS(=O)(=O)c1ccc2[nH]cc(C(=O)NCc3ccco3)c(=O)c2c1	5.1%	0.0%	-11.6%	0.0%	10.4%	4.0%	-11.3
CCOc1ccccc1C(=O)Oc1cc(C)[nH]c(=O)c1[N+](=O)[O-]	-6.2%	-7.1%	?	4.0%	1.9%	0.1%	21.1
O=C(CSc1n[nH]c(-c2cccs2)n1)N1CCN(S(=O)(=O)c2ccc3ccccc3c2)CC1	-3.5%	0.0%	0.2%	-11.7%	-15.7%	1.0%	-36.5
CCC(Sc1nc2c(cnn2-c2ccccc2)c(=O)[nH]1)C(=O)OC (stereo not given)	-1.4%	?	-12.8%	-4.8%	-10.8%	2.3%	55.1
CCCCn1c(N)c(N(CCOC)C(=O)c2ccc(-n3c(C)ccc3C)cc2)c(=O)[nH]c1=O	8.2%	39.8µM*	0.0%	-5.3%	51.8%	/	?
C=CCOc1ccc(CNc2nn[nH]n2)cc1OC	-0.9%	3.1%	6.4%	5.9%	-17.7%	8.0%	-0.6
CN(C(=O)c1c[nH]c(=O)cc1C(F)(F)F)c1ccc(Cl)c(Cl)c1	1.6%	7.5%	-3.0%	0.8%	4.8%	-11.8%	1.5
